VHR inh abs = inhibitors of human VHR1 phosphatase (DUSP3); actives 0.52% (n = 290,000); recombinant VHR phosphatase, pNPP absorbance; inhibition, % at 13.3 µM; in the data active = inhibition above about 50%; note: some compounds called inactive have numbers as strong as hits
Target sequence (P51452 whole entry, looked up): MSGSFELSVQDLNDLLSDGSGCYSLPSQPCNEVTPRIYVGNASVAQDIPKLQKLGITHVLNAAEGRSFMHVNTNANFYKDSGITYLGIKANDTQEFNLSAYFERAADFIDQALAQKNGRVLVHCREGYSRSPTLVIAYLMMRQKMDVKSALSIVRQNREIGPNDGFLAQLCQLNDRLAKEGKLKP
Rv3671c protease = Rv3671c (M. tuberculosis) protease inhibition; inhibition, % at 5.96 µM; actives 0.048% (n = 320,000); AID 2606; in the data active = inhibition above about 38%;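 note: extracellular domain of Rv3671c used as enzyme; 0% = enzyme with DMSO and 100% = no enzyme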
Target sequence (P9WHR9 whole entry, looked up, the tested form may be a part): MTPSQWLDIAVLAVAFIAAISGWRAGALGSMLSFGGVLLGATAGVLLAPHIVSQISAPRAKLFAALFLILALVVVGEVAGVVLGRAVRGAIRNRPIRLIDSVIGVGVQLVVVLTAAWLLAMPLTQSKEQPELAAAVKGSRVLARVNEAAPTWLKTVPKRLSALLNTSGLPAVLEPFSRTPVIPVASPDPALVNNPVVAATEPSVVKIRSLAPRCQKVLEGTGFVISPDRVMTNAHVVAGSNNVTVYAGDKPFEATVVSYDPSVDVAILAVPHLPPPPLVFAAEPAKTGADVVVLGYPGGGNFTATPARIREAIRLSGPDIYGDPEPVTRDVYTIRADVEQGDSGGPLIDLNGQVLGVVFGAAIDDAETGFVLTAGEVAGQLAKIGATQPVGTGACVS
MazF activator = activators of E. coli MazEF toxin-antitoxin RNase; actives 0.32% (n = 350,000); FAM/BHQ RNA-DNA oligo cleavage fluorescence, 5 h; activation, % at 20 µM; P0AE70; in the data active = activation above about 50%
Target sequence (P0AE70 whole entry, looked up): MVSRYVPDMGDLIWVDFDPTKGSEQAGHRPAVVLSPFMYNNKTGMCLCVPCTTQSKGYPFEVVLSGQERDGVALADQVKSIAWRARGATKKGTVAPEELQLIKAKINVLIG
PrPC surface inh = reduces human prion protein on the cell surface; P04156; cell surface PrPC, TR-FRET read-out; inhibition, % at 13.8 µM; actives 0.43% (n = 370,000); in the data active = inhibition above about 24%; note: 0% = median of the test wells and 100% = reference compound wells
BH1578 lux ind = induces V. cholerae light production without autoinducers. V. cholerae BH1578 lux reporter, luminescence, 6 h. activation, % at 18.7 µM. actives 0.16% (n = 350,000); in the data active = activation mostly above about 9.7%, no sharp cut-off; inconclusive = no clear call, values can overlap the other calls; inactive = mostly below about 3.7%; note: not every result past the cut was called active; inactives centre near 0; reference of the scale not given here
TcdB GH inh = TcdB glycohydrolase inhibition; P18177; TcdB glycohydrolase enzymatic assay, plate reader; inhibition, % at 9.99 µM; actives 0.24% (n = 350,000); AID 652162; in the data active = inhibition above about 10%
SARS 3CLpro inh = SARS-CoV 3CLpro protease inhibition; P0C6X7; recombinant SARS-CoV 3CLpro, quenched FRET peptide cleavage; inhibition, % at 6 µM; actives 0.14% (n = 290,000); in the data active = inhibition above about 12%
CCHFV vOTU inh = blocks the CCHF virus ovarian tumor domain protease; actives 0.55% (n = 370,000); AID 651958; CCHFV vOTU protease, Pep-AMC fluorescence; inhibition, % at 11.5 µM; in the data active = inhibition above about 30%; note: 0% = vehicle wells with enzyme and 100% = no enzyme wells
SSB-PriA inh = blocks PriA binding to SSB C-terminal tail. inhibition, % at 33 µM. actives 0.6% (n = 430,000). AlphaScreen SSBct-PriA binding, biotinylated peptide. AID 1272365; in the data active = inhibition mostly above about 37%, no sharp cut-off; inactive = mostly below about 20%;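 note: plate controls were negative control peptide for no effect and reference peptide for full effect; strong numbers were not always called active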
Y pestis TopoI = inhibitors of Yersinia pestis topoisomerase I; activity, % at 10 µM; actives 0.064% (n = 360,000); Y. pestis Topo-I cleavage product accumulation, plate reader; in the data active = activity above about 50%, passing the limit was not always enough; inconclusive = no clear call, values can overlap the other calls; note: inactives centre near 2
The depositor's hits bear a star; i = inactive; ? = inconclusive; . = not tested or not shown.

1) CCOC(=O)c1c(/N=C/N(C)C)sc(C=O)c1-c1ccccc1
2) CCn1c(=O)c(CCC(=O)NCC2CCCO2)c(C)c2c(C)nn(-c3ccccc3)c21 (stereo not given)
3) Cc1[nH]c(=O)[nH]c(=O)c1S(=O)(=O)N1CCCC1
4) Cc1ccc(CCNC(=O)C2CCN(S(=O)(=O)c3cccc4nsnc34)CC2)cc1
5) COc1ccc(-c2nnc(-c3cccnc3)o2)cc1
6) Cc1ccc(Nc2nc(N3CCOCC3)nc(N3CCOCC3)n2)cc1C
7) O=c1oc(-c2ccc(Cl)cc2[N+](=O)[O-])nc2ccccc12
8) O=C1NN(c2ccc(F)cc2)C(=O)/C1=C/c1cccs1
9) CCCCCCCOc1ccc(-c2ccc(C#N)cn2)cc1
10) O=C1CC(Nc2ccccc2)C(=O)N1c1ccc(N2CCOCC2)cc1 (stereo not given)
Compound,1,2,3,4,5,6,7,8,9,10
VHR inh abs,15,-6,30,9,-3,13,.,22,-2,11
Rv3671c protease,4,0,0,1,5,4,.,9,-10,1
MazF activator,-3,-3,-1,-14,-3,2,-5,1,-3,-3
PrPC surface inh,21,13,-2,-4,-3,6,-8,-3,-4,-1
BH1578 lux ind,0.3,-0.3,i,i,i,0.2,-0.5,-0.1,-1.0,0.5
TcdB GH inh,-0.1,1.0,.,.,.,-5.7,1.0,7.9,0.3,.
SARS 3CLpro inh,-2,2,-1,1,-1,0,.,3,3,1
CCHFV vOTU inh,-19,19,6,3,-8,7,10,5,-12,-6
SSB-PriA inh,.,-4,2,6,-22,-4,.,0,-12,-11
Y pestis TopoI,2,26,4,-3,2,13,4,3,-2,1

11) CCCCN(C(=O)NC(=O)Nc1nc2ccc(OC)cc2s1)S(C)(=O)=O
12) COCCN(C(=S)Nc1cc(C)cc(C)c1)C(C)c1cccnc1 (stereo not given)
13) COCCc1ncc(CN2CCCC(C(=O)Nc3cccc(-c4cccc(C)c4)c3)C2)cn1 (stereo not given)
14) O=C(O)CCn1c(-c2ccccc2)cc2ccccc21
15) Nc1cccc(P(=O)(c2ccccc2)c2ccccc2)c1
16) Cc1nn(-c2ccccc2)c(N)c1C(O)(CC(=O)C(F)(F)F)C(F)(F)F (stereo not given)
17) CN1C(=O)CSc2ccc(NC(=O)Nc3ccccn3)cc21
18) COC(=O)C1C2C=CC3(CN(Cc4cccs4)C(=O)C13)O2 (stereo not given)
19) CC(=O)Nc1ccc(NC(=O)COC(=O)c2ccc(S(=O)(=O)N(C)c3ccccc3)cc2)cc1
20) CN(CCc1ccccn1)S(=O)(=O)c1ccc(F)cc1
Compound,11,12,13,14,15,16,17,18,19,20
VHR inh abs,-9,24,13,-18,21,-8,4,10,.,-7
Rv3671c protease,2,-17,1,5,1,0,-3,-6,.,-4
MazF activator,-6,-2,-3,3,12,-3,21,3,-7,3
PrPC surface inh,0,-1,2,9,3,1,0,1,-2,1
BH1578 lux ind,i,-3.8,-0.2,-0.8,-0.2,-0.1,1.6,-2.0,-1.4,0.5
TcdB GH inh,0.6,.,-1.6,-1.9,-1.1,.,1.3,.,0.6,.
SARS 3CLpro inh,0,6,1,1,1,-3,11,8,.,-7
CCHFV vOTU inh,-12,-11,9,-4,-11,3,-13,0,22,6
SSB-PriA inh,-28,-1,-4,-6,-11,-7,-8,-12,5,-10
Y pestis TopoI,5,8,28,-4,5,7,-10,1,14,0

21) COC(=O)c1cc2ccccc2c(-c2c(O)ccc3ccccc23)c1O
22) Brc1ccc(Oc2ncc(CN3CCOCC3)s2)cc1
23) FC(F)(F)c1ccnc(Sc2n[nH]c(C(F)(F)F)n2)c1
24) CC(C)CN(CC(C)C)C(=O)Cc1coc2ccc3ccccc3c12
25) Cc1cc(NC(=O)CC#N)n(-c2nc3ccccc3[nH]2)n1
26) O=C(O)CCCC(=O)Nc1cccc([N+](=O)[O-])c1
27) CCc1c(C)nc(SCC(=O)c2ccc(C)c(C)c2)[nH]c1=O
28) CC(OC(=O)c1ccccc1O)C(=O)Nc1cccc(Cl)c1 (stereo not given)
29) COC(=O)c1sc(NC(=O)COc2cccnc2[N+](=O)[O-])c(C(=O)OC)c1C
30) CCOC(=O)c1c(C)n(C)c2ccc(OC)c(NC(=O)CCN3CCSCC3)c12
Compound,21,22,23,24,25,26,27,28,29,30
VHR inh abs,2,25,3,14,8,22,-31,14,.,3
Rv3671c protease,-23,3,1,-1,-27,-1,1,1,-16,3
MazF activator,3,-2,2,4,5,8,-12,5,-6,-1
PrPC surface inh,-7,7,7,-5,5,-11,-4,2,-3,-6
BH1578 lux ind,-0.5,i,i,-7.7,-0.6,-0.1,-10,-0.5,1.7,i
TcdB GH inh,.,.,1.2,.,0.4,0.7,0.4,0.8,0.2,.
SARS 3CLpro inh,12,0,3,2,2,2,2,0,.,2
CCHFV vOTU inh,-7,3,4,15,-4,-6,3,7,-2,12
SSB-PriA inh,31,-10,-10,-4,-11,-12,-3,-13,-4,-1
Y pestis TopoI,-7,1,6,?,-1,7,9,0,-7,-2

Six entries drawn at random from the list so far, as already listed:
22) Brc1ccc(Oc2ncc(CN3CCOCC3)s2)cc1
29) COC(=O)c1sc(NC(=O)COc2cccnc2[N+](=O)[O-])c(C(=O)OC)c1C
28) CC(OC(=O)c1ccccc1O)C(=O)Nc1cccc(Cl)c1 (stereo not given)
25) Cc1cc(NC(=O)CC#N)n(-c2nc3ccccc3[nH]2)n1
23) FC(F)(F)c1ccnc(Sc2n[nH]c(C(F)(F)F)n2)c1
24) CC(C)CN(CC(C)C)C(=O)Cc1coc2ccc3ccccc3c12
Compound,22,29,28,25,23,24
VHR inh abs,25,.,14,8,3,14
Rv3671c protease,3,-16,1,-27,1,-1
MazF activator,-2,-6,5,5,2,4
PrPC surface inh,7,-3,2,5,7,-5
BH1578 lux ind,i,1.7,-0.5,-0.6,i,-7.7
TcdB GH inh,.,0.2,0.8,0.4,1.2,.
SARS 3CLpro inh,0,.,0,2,3,2
CCHFV vOTU inh,3,-2,7,-4,4,15
SSB-PriA inh,-10,-4,-13,-11,-10,-4
Y pestis TopoI,1,-7,0,-1,6,?

Next entries:
31) COc1ccc(-c2nc3c(n2O)CCCC3=O)cc1OC
32) NC(=O)c1ccccc1N
33) CS(=O)c1nc(-c2ccc(Br)cc2)cc(-c2ccccc2)c1C#N (stereo not given)
34) CCN(CC)C(=O)Cn1nc(-c2ccccc2O)nc1SCC(=O)Nc1ccc(OC)cc1
35) O=[N+]([O-])c1ccc(/C=N/n2cnc3ccccc32)s1
36) CN1CCN(C2Cc3cc(Cl)ccc3Sc3cc(F)ccc32)CC1 (stereo not given)
37) Cc1cccc(Nc2ccc([N+](=O)[O-])cn2)c1
38) Cc1ccc2c(c1)N(CC(=O)NCC1CCCO1)C(=O)CO2 (stereo not given)
39) CCC(=O)Nc1cccc(C(=O)OCc2cccc([N+](=O)[O-])c2)c1
40) O=C(CSc1cccc2cccnc12)N/N=C/c1cccnc1
Compound,31,32,33,34,35,36,37,38,39,40
VHR inh abs,19,.,-8,-19,-4,.,14,4,17,-17
Rv3671c protease,1,-26,-40,12,-10,2,.,-9,.,-23
MazF activator,3,2,6,-1,189*,31,7,1,3,-7
PrPC surface inh,0,10,-2,7,0,-7,-15,-1,3,8
BH1578 lux ind,i,-0.5,-0.4,-0.6,-0.4,-0.4,0.5,-0.2,-0.3,1.9
TcdB GH inh,.,0.4,1.4,2.6,-0.1,7.3,-1.6,1.0,1.1,4.2
SARS 3CLpro inh,0,.,1,-5,11,.,4,-12,-5,8
CCHFV vOTU inh,-4,-29,-3,-15,15,3,3,-16,3,-14
SSB-PriA inh,-6,-6,13,-3,.,13,-8,-4,-6,.
Y pestis TopoI,-2,0,0,18,-13,-9,0,3,1,3

Results in sequence from above:
Y pestis TopoI for nos. 31–40, in order: -2, 0, 0, 18, -13, -9, 0, 3, 1, 3

The results go on:
41) Cc1cc2c(=O)n(C)c(SCC(=O)NC3CCCC3)nc2s1
42) COc1ccc(S(=O)(=O)NCc2ccccn2)cc1
43) CN(C)CCCN(C(=O)c1cc2ccccc2oc1=O)c1nc2ccc(F)cc2s1
44) NC(=O)CSc1nnc(-c2ccc(S(=O)(=O)N3CCCC3)cc2)n1CC1CCCO1 (stereo not given)
45) Cc1c(/C(O)=C2\C(=O)C(=O)N(CCCN(C)C)C2c2ccco2)cnn1-c1ccccc1 (stereo not given)
46) Cc1[nH]n(-c2ccccc2)c(=O)c1C=Nc1ccc(S(=O)(=O)N=C(N)N)cc1
47) Cc1cc(C)nc(NNS(=O)(=O)c2ccc(Cl)cc2)n1
48) Cc1ccc(CSc2ccc(S(=O)(=O)N3CCCC3)cn2)cc1
49) O=C(c1cc(C(=O)NCc2ccccc2)c(=O)n(Cc2ccccc2)c1)c1cc(Cl)ccc1O
50) O=C(Nc1ccc(Cl)c([N+](=O)[O-])c1)c1ccc(NCCCN2CCOCC2)c([N+](=O)[O-])c1
Compound,41,42,43,44,45,46,47,48,49,50
VHR inh abs,.,31,-18,-6,.,4,.,.,-10,29
Rv3671c protease,6,-3,-7,0,.,-12,-2,-5,-42,-7
MazF activator,-2,-1,27,6,5,-20,0,-9,-10,12
PrPC surface inh,6,0,-9,-7,4,3,11,6,5,-7
BH1578 lux ind,-1.5,0.6,-0.4,-0.4,i,-0.6,-1.9,-0.3,-0.3,i
TcdB GH inh,0.9,1.2,.,.,0.4,0.5,-8.3,0.5,.,.
SARS 3CLpro inh,.,6,3,1,.,0,.,.,2,-5
CCHFV vOTU inh,3,0,0,-10,0,0,-1,0,1,-7
SSB-PriA inh,-9,-24,-2,6,.,-6,-25,-19,9,10
Y pestis TopoI,-8,2,-12,0,0,0,-1,-1,-1,-4

51) CCOc1ccc(Nc2oc(-c3cccc(Cl)c3)nc2C#N)cc1
52) O=c1[nH]cnc2c1ccn2C1OC(CO)C(O)C1O (stereo not given)
53) CN(C)S(=O)(=O)c1cccc(NC(=O)COC(=O)CNC(=O)c2cccc([N+](=O)[O-])c2)c1
54) CN(CC(=O)Nc1ccccc1N1CCOCC1)CC(=O)Nc1ccc(F)c(F)c1F
55) Cc1ccc(C)c(NC(=O)CCN2CCN(C)CC2)c1
56) CCOC(=O)c1ccc2c(c1)n(Cc1ccccc1)c(C)[n+]2CC
57) CC1(C(=O)NCCc2c[nH]c3ccccc23)CCN1CC1CCCCC1 (stereo not given)
58) Cc1cccc(NC(=O)c2ccccc2O)c1C
59) CC1CCCN(Cc2ccc(OCc3ccccc3)cc2)C1 (stereo not given)
60) Cc1cccn2c(=O)c3cc(C(=O)NC4CCCCC4)c(=N)n(Cc4ccccc4)c3nc12
61) O=C(CSc1nc2c(cnn2-c2ccccc2)c(=O)[nH]1)N1N=C(c2cccs2)CC1c1ccc(F)cc1 (stereo not given)
62) Nc1ccc(Sc2cnn(-c3ccccc3)c(=O)c2Cl)cc1
Compound,51,52,53,54,55,56,57,58,59,60,61,62
VHR inh abs,31,.,5,15,6,-2,.,8,5,-11,-15,2
Rv3671c protease,3,.,2,-1,3,1,.,-9,1,4,-1,2
MazF activator,1,4,-2,-1,-4,-8,.,0,-28,-44,-4,4
PrPC surface inh,0,-2,-7,1,-6,-6,13,7,9,-3,-3,7
BH1578 lux ind,-0.9,-0.2,-4.2,-0.2,i,-0.3,-0.2,-7.1,3.8,-0.6,-0.2,6.9
TcdB GH inh,.,1.5,-6.8,-1.9,-0.2,0.2,0.3,1.0,1.7,1.9,0.9,.
SARS 3CLpro inh,3,.,-3,5,-3,1,.,-5,-4,-5,0,-5
CCHFV vOTU inh,-4,4,4,4,-2,-3,2,10,-4,-40,-5,-10
SSB-PriA inh,1,-8,-2,-3,-17,-10,.,1,-14,-11,-10,1
Y pestis TopoI,6,0,3,-2,-5,1,22,-3,8,9,7,-4

An excerpt, so the mix of outcomes need not match the whole.
